# Screening results (PubChem)
# PMI activator – increases human mannose-6-phosphate isomerase activity | P34949 | 190,000 compounds, 0.005% hits | activation factor at 20 µM | purified human PMI, coupled resazurin fluorescence, 20 min; active compounds read high; 1 = vehicle control, 0 substrate-free wells;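 active = activation factor of 2 or more at 20 µM, relative to plate controls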
# Target sequence (P34949 whole entry, looked up): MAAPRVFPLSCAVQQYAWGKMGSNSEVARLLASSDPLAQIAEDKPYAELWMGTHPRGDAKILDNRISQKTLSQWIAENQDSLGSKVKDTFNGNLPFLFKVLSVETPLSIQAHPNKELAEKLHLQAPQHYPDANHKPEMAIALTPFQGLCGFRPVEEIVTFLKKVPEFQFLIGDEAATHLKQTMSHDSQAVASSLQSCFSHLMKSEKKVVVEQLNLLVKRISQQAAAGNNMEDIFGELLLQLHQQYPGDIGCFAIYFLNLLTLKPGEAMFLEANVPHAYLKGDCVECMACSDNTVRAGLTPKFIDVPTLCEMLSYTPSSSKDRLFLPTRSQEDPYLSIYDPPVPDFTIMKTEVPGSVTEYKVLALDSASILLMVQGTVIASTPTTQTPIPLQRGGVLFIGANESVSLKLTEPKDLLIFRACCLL
# TNAP inh noacc – blocks human TNAP activity with no phosphate acceptor present; P05186; purified TNAP, CDP-star luminescence, 30 min; inhibition, % at 20 µM; 200,000 compounds, 0.26% hits;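 active = tissue-nonspecific alkaline phosphatase inhibition above about 50% at 20 µM in the single-dose screen, limit read from the data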;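 also: 0% = DMSO negative control and 100% = EDTA positive control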
# G6PDH CS – counter-screen for G6PDH assay hits: L. mesenteroides G6PDH inhibition; Purified L. mesenteroides G6PDH, diaphorase/resazurin coupled fluorescence, 45 min; inhibition, % at 5 µM; 200,000 compounds, 0.12% hits; in the data active = inhibition above about 50%
# TNAP inh hi DEA – blocks human TNAP under high phosphate acceptor concentration; purified TNAP, CDP-star luminescence, 1 M DEA; inhibition, % at 20 µM; 200,000 compounds, 0.03% hits;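 active = over 50% inhibition of tissue-nonspecific alkaline phosphatase at 20 µM in the single-dose screen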;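 also: plate controls were DMSO wells for no effect and EDTA-quenched wells as full inhibition for full effect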
# TNAP act hiacc – activators of human TNAP at high phosphate acceptor concentration; purified TNAP, CDP-star luminescence, 1 M DEA, 30 min; active compounds read high; 0 = EDTA background, 1 = DMSO-only activity; activation factor at 20 µM; 200,000 tested, under 10 active;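 active = activation factor at least 2 at 20 µM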
#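 Measured by: Luminescent substrate turnover signal | Test system: Human TNAP | Input: TNAP 1/800 final | Dosing: 20 µM single point | Schedule: 30 min, room temperature | Controls: EDTA wells as negative control, DMSO wells as positive control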
# PMI act hi M6P – PMI (human) activation, high substrate. coupled PMI enzyme assay, resazurin fluorescence, 20 min; active compounds read high; 1 = untreated enzyme, 0 = substrate-free blank. activation factor at 20 µM. 190,000 compounds, 0.34% hits. AID 1216;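 active = activation factor of 2 or more at 20 µM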
#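 Technique: Diaphorase-driven resazurin-to-resorufin fluorescence, excitation 544, emission 590 nm | Assay system: Human PMI in coupled enzyme assay | Times: Enzyme reaction with compound 20 min at room temperature | Medium: HEPES-buffered pH 7.4 with magnesium and detergent | Reagent: Mannose-6-phosphate 1.0 mM (near-saturating) plus 0.22 mM NADP+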
# HMGR II inh – blocks class II HMG-CoA reductase of Enterococcus faecalis | purified E. faecalis HMGR, NADPH absorbance 340 nm kinetic | 190,000 compounds, 0.41% hits | inhibition, % at 10 µM;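 active = inhibition above a set limit, the median over all tested compounds plus 3 SD, cut at about 9.5% in these data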;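 also: enzyme runs in reverse so mevalonate oxidation gives rising NADPH absorbance; 0% = complete reaction with DMSO and 100% = background rate lacking mevalonate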
# Diaph act CS – counter-screen for diaphorase-based assays: diaphorase activators and chemical reducers; Diaphorase/resazurin coupled assay, resorufin fluorescence, 16 min; active compounds read high; 1 = vehicle wells, 0 = NADH-free wells; activation factor at 20 µM; 190,000 compounds, 0.005% hits; AID 1229;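 active = diaphorase activity raised at least twofold by the compound at 20 µM; inactive = activation factor below 2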
#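 Assay system: bacterial diaphorase enzyme (C. kluyveri) / Input: enzyme 0.07 U/mL final / Medium: 50 mM HEPES pH 7.4 with 4.542 mM MgCl2, 0.005% Tween 20 / Doses: single compound dose of 20 µM, 1% DMSO final / Incubation: 16 min enzyme reaction, ambient temperature / Signal: fluorescence, excitation 544 nm and emission 590 nm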
# FLuc act counter – affects firefly luciferase, flagging false hits in luciferase stimulation screens | 200,000 tested, under 10 active | ATPlite luciferase biochemical, luminescence, 10 min; 0 = ATP-free wells, 1 = DMSO control | P08659 | activation factor at 10 µM | AID 1027;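 active = luciferase activation factor, scaled between plate controls, of at least 2 with compound at 10 µM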
# Target sequence (P08659 whole entry, looked up): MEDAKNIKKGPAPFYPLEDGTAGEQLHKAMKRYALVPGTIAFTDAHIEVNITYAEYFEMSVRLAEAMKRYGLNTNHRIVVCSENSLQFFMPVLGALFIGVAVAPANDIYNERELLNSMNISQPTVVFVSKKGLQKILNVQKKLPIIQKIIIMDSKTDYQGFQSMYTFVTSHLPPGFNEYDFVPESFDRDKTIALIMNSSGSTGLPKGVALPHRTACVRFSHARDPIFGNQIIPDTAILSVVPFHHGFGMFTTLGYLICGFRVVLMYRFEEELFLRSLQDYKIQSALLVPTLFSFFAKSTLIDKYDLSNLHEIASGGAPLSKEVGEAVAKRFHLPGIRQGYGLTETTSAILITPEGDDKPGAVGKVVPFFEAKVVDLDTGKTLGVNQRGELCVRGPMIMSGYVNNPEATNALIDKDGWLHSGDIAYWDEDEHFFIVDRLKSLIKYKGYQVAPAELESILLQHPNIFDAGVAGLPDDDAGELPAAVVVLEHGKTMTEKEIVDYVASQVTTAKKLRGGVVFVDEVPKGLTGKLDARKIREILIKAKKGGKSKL
#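 Material: luciferase plus luciferin reagent, cell-free. Medium: PBS buffer for ATP. Also added: ATP substrate, dispensed from a 10.24 µM working solution in PBS. Doses: test compounds dosed from 2 mM stocks in 100% DMSO. Incubation: 10 min post-reagent at room temperature. Technique: light output (luminescence). Read-out basis: luminescence gain marking luciferase activators.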
# Diaphorase inh – diaphorase inhibition or chemical oxidation counter-screen. diaphorase resazurin-to-resorufin fluorescence, NADH, 16 min; bacterial (C. kluyveri) enzyme, not human. inhibition, % at 20 µM. 190,000 compounds, 0.69% hits. AID 1217;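 active = primary screen inhibition at 20 µM above a set limit, cut at about 50% in these data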;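 also: plate controls were DMSO with full reaction for no effect and wells lacking NADH for full effect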
#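 controls = No-NADH positive control and DMSO neutral control | system = Clostridium kluyveri diaphorase enzyme | timing = reaction incubation of 16 min at room temperature | signal = resorufin fluorescence 544/590 nm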
# Active calls of the source: *; . = not tested or not shown.
SMILES,PMI activator,TNAP inh noacc,G6PDH CS,TNAP inh hi DEA,TNAP act hiacc,PMI act hi M6P,HMGR II inh,Diaph act CS,FLuc act counter,Diaphorase inh
CCCN1CCC(NC(=O)CCc2nnc(-c3ccccc3)o2)CC1,0.9,-10,12,-8,1.1,0.9,-1,0.7,1.1,26
CCCC(=O)Nc1cc(Cl)ccc1C,1.1,-12,13,-2,1,1,-11,1,1.1,2
COc1cc(NC(=O)CSc2nccc(C)n2)c(C(=O)O)cc1OC,1,-10,6,0,1,1,5,1,1,-1
CCOC(=O)N1CCN(S(=O)(=O)c2ccc(C(=O)Nc3ccc(F)cc3F)cc2)CC1,0.5,-4,5,0,1,0.9,5,0.8,1,15
COc1ccc(NS(=O)(=O)c2ccc(NC(=O)c3ccccc3Br)cc2)nn1,1,-10,9,-6,1.1,1.1,-3,0.9,1,7
CCN1CCN(c2nc(-c3cccnc3)nc3ccccc23)CC1,1.1,-5,-17,-7,1.1,1.1,-2,0.9,1.1,9
CCOc1ccccc1Nc1nc(N)nc(CN2CCCCC2C)n1 (stereo unspecified),.,-6,12,-6,1.1,.,0,.,1,.
CCOC(=O)c1cn(Cc2cccc(Cl)c2)nn1,1,-4,-4,2,1,1,-7,1,1,1
O=C(OCCN1CCCC1=O)c1cc(F)c(F)c(F)c1F,1,-8,-14,-4,1,1,-7,0.8,1,15
CCCCOc1ccc(NC(=O)CCSc2nccn2C)cc1,0.9,-1,5,-6,1.1,1,-5,0.8,1,18
CC(=O)c1c(N2CCN(Cc3ccccc3)CC2)[nH]c(-c2ccccc2)nc1=S,0.9,-5,1,-6,1.1,0.9,0,0.6,1.1,35
Cc1cccc(OCC(O)Cn2c(NCc3cccnc3)nc3c2c(=O)[nH]c(=O)n3C)c1 (stereo unspecified),1,-17,0,-9,1.1,1,-3,0.9,1.1,10
COc1ccc(C(=O)/C=C/c2ccc(OC(=O)c3cc(OC)c(OC)c(OC)c3)cc2)cc1,0.9,-6,-25,2,1,0.9,-2,0.9,1,14
OCCNCC(O)Cn1ccc2ccccc21 (stereo unspecified),0.9,-3,2,-4,1,0.9,1,0.8,1.1,17
O=C(CN1CCN(c2ccc(F)cc2)CC1)Nc1cccnc1Cl,1.1,0,-1,6,0.9,1,-5,1.1,0.9,-12
Cc1cc(/C=N/NC(N)=S)c(C)n1-c1ccc(Br)cc1,1.3,-2,8,-1,1,1.5,-3,1.1,1,-11
COc1ccc(S(=O)(=O)NCc2ccc3c(c2)OCO3)cc1C,1,-16,-8,-8,1.1,0.9,-3,0.8,1,18
CCN1CCN(C(=O)Nc2cccc(C(F)(F)F)c2)CC1,0.8,-5,-1,1,1,0.8,-10,0.9,1,15
CCC(=O)N1CCN(c2ccc(NC(=O)c3c(F)c(F)c(OC)c(F)c3F)cc2)CC1,1,-8,6,-6,1.1,1,1,0.8,1.1,17
CCC(NC(=O)c1ccccc1NC(=O)c1ccco1)C(=O)O (stereo unspecified),1,-9,-6,-7,1.1,1,4,0.9,1.1,15
CCC(C)C(NC(=O)c1ccccc1NC(=O)c1ccc(C)cc1)C(=O)O (stereo unspecified),1.2,-11,3,-2,1,1.1,-9,0.9,0.6,11
COC(=O)c1cc(N2C(=O)C3C(C2=O)C2(C)C=CC3(C)O2)ccc1Cl (stereo unspecified),1.1,4,-5,-1,1,1.2,-3,0.8,1,17
Cc1cc(N2CCN(c3nc4ccccc4s3)CC2)n2ncnc2n1,1,-5,-2,-2,1,0.9,-3,0.8,1.1,18
COC(=O)c1ccc(S(=O)(=O)NCc2cccc(OC)c2)n1C,0.9,-14,12,-2,1,0.9,-4,0.9,1,8
COn1c(-c2ccccc2)nc2c1CCc1c-2no[n+]1[O-],1.2,-11,5,-3,1,1.3,0,0.8,1.1,16
# Later entries:
SMILES,PMI activator,TNAP inh noacc,G6PDH CS,TNAP inh hi DEA,TNAP act hiacc,PMI act hi M6P,HMGR II inh,Diaph act CS,FLuc act counter,Diaphorase inh
CN(CCOC(=O)c1ccco1)Cc1ccccc1,1,-11,-2,-3,1,1.1,0,0.9,1,7
CCN(CC)C1=NC=CC(c2ccccc2)=CC1C (stereo unspecified),1,-3,-2,2,1,1,2,1,1,5
COc1ccc(CNC(=O)C2COc3ccccc3O2)cc1 (stereo unspecified),1,-9,5,0,1,1,2,1,1,4
COc1cc(C2C3C(=O)N(Cc4ccccc4)C(=O)C3ON2c2ccccc2)cc(OC)c1OC (stereo unspecified),1,-12,2,-6,1.1,0.9,-2,0.7,1,26
COCCNC(=O)Cc1cn(C)c2ccccc12,1.1,-14,-5,-6,1.1,1.1,2,0.9,1.1,10
O=C(Nc1nc(-c2cccnc2)cs1)c1ccccc1Cl,1,-13,-3,0,1,1,5,0.9,1.1,9
CN1CCN(Cc2c(O)ccc3occ(C(=O)c4ccccc4)c23)CC1,0.9,-2,-20,3,1,0.9,-6,0.9,1,10
CC(NC(=O)C1CCC(=O)N1Cc1ccc(F)cc1)c1ccc2c(c1)OCCO2 (stereo unspecified),1,-10,4,-2,1,1,-11,0.9,1,15
CCOc1cc(C2C3=C(CCCC3=O)OC3=C2C(=O)CCC3)cc([N+](=O)[O-])c1O,1.1,14,4,8,0.9,0.9,-3,0.9,1.1,5
Cc1cnn(CCC(=O)NNC(=S)Nc2ccccc2)c1,0.8,-178,6,3,1,1,4,0.8,1,21
COc1ccc(-c2nnc3ccc(SCC(=O)N4CCCC4)nn23)cc1,1,7,-22,5,1,1,1,1,1,5
CCCC1=NN2C(=N)/C(=C\c3cc(C)n(-c4cc(C)cc(C)c4)c3C)C(=O)N=C2S1,0.9,-7,-5,-1,1,0.9,-3,0.8,1,23
CC(=O)N1CCN(Cc2nc(C(c3ccccc3)c3ccccc3)no2)CC1,0.9,-5,9,-5,1,1,1,0.9,1.1,11
CCOC(=O)NC1(C(F)(F)F)C(=O)N(Cc2ccccc2)C2=C1C(=O)CC(C)(C)C2 (stereo unspecified),1,-12,4,-3,1,1,-4,0.9,1.1,6
Cc1cccc(C)c1OCc1nnc2c3cnn(C)c3ncn12,0.8,74*,22,-2,1,0.8,-5,0.9,1,14
Cc1ccc(S(=O)(=O)N2CC(=O)Nc3ccccc32)cc1,1.1,-2,0,2,1,1,-1,1,1,-4
O=C(CCNC(=O)c1ccccc1)Nc1ccc(F)c(Cl)c1,0.9,1,4,0,1,1,-7,0.9,1,11
COCCC(=O)N(Cc1ccc2c(c1)OCO2)C(C(=O)NC1CCCCC1)c1ccncc1 (stereo unspecified),1,-8,1,-2,1,0.9,2,0.9,1,11
O=C(CN1C(=O)NC2NC(=O)NC21)N/N=C/c1ccccc1F (stereo unspecified),1,-8,6,0,1,1,-4,1,1,-4
CSCCC(NS(=O)(=O)c1ccc2c(c1)c(=O)n(C)c(=O)n2C)C(=O)NC1CCN(Cc2ccccc2)CC1 (stereo unspecified),1.1,14,2,0,1,1.1,0,0.9,1.1,6
CCCSc1nn2c(=O)c3ccccc3nc2s1,1,-17,0,0,1,1,2,0.9,0.6,13
O=C(C/C=N\OCc1ccc([N+](=O)[O-])cc1)Nc1ccc(Cl)cc1,1.1,-3,0,1,1,1,-4,1,1,4
COc1cccc(S(=O)(=O)Nc2ccc(C(=O)N3CCOCC3)cc2)c1,1,-7,8,1,1,1,-2,1,1,-3
C=CCOC(=O)C1=C[C@@H](c2csc3ccccc23)C[C@@H](OCc2ccc(CO)cc2)O1,0.8,-3,19,-6,1.1,0.8,2,0.6,1,42
CCN(CC)C(=O)Oc1ccc(OC(=O)N(CC)CC)cc1,1.1,-10,17,-6,1.1,0.9,-9,0.8,1,16

# Two records picked at random from those above, as already listed:
SMILES,PMI activator,TNAP inh noacc,G6PDH CS,TNAP inh hi DEA,TNAP act hiacc,PMI act hi M6P,HMGR II inh,Diaph act CS,FLuc act counter,Diaphorase inh
O=C(Nc1nc(-c2cccnc2)cs1)c1ccccc1Cl,1,-13,-3,0,1,1,5,0.9,1.1,9
COc1cccc(S(=O)(=O)Nc2ccc(C(=O)N3CCOCC3)cc2)c1,1,-7,8,1,1,1,-2,1,1,-3

# The listing continues:
SMILES,PMI activator,TNAP inh noacc,G6PDH CS,TNAP inh hi DEA,TNAP act hiacc,PMI act hi M6P,HMGR II inh,Diaph act CS,FLuc act counter,Diaphorase inh
Cc1cc(C)nc(NS(=O)(=O)c2ccc(NC(=O)CSc3nc(-c4ccccc4)c(C#N)c(=O)[nH]3)cc2)n1,1.1,-9,9,-1,1,1.1,3,0.9,1,11
S=c1[nH]nc(C2CCCCC2)o1,1.2,-9,5,-3,1,1,-2,0.9,1.1,6
CCCCCC1=CCC/C1=N\NC(=O)c1ccc2c(c1)OCO2,1.2,-10,6,-7,1.1,1.1,0,1.1,1,-7
COc1cc(OC)cc(C(=O)N[C@H](C(=O)OCC(=O)Nc2sccc2C#N)C(C)C)c1,0.9,-12,5,1,1,0.8,3,0.8,1,20
CCSC1=N/C(=C\c2ccc(C(=O)O)cc2)C(=O)S1,1,-2,1,-7,1.1,1,-3,0.8,1.1,18
CC(C)[C@H](NC(=O)c1cccc(S(=O)(=O)N2CCCC2)c1)c1nc2ccccc2[nH]1,1.3,-6,7,-6,1.1,1.3,-3,0.8,1.1,18
CCN1CCC(NC(=O)c2cc(OC)c(OC)cc2OC)CC1,0.8,-1,9,3,1,0.9,1,0.9,0.9,5
Cn1c(=O)c2c(nc(N3CCOCC3)n2Cc2c(F)cccc2Cl)n(C)c1=O,1,-7,0,-2,1,1,-1,0.8,1.1,16
COc1ccc(N(Cc2ccco2)C(=O)c2ccccc2F)cc1OC,1.1,-13,-1,-3,1,1,-5,0.9,1,14
O=C(Nc1ccc(O)cc1C(=O)O)c1cccs1,.,-7,15,-4,1,.,-3,.,0.9,.

# Single records, from the list above:
# Record of CCSC1=N/C(=C\c2ccc(C(=O)O)cc2)C(=O)S1 : PMI activator = 1; TNAP inh noacc = -2; G6PDH CS = 1; TNAP inh hi DEA = -7; TNAP act hiacc = 1.1; PMI act hi M6P = 1; HMGR II inh = -3; Diaph act CS = 0.8; FLuc act counter = 1.1; Diaphorase inh = 18
# Record of CCCCCC1=CCC/C1=N\NC(=O)c1ccc2c(c1)OCO2 : PMI activator = 1.2; TNAP inh noacc = -10; G6PDH CS = 6; TNAP inh hi DEA = -7; TNAP act hiacc = 1.1; PMI act hi M6P = 1.1; HMGR II inh = 0; Diaph act CS = 1.1; FLuc act counter = 1; Diaphorase inh = -7
